Source: PubChem BioAssay (several laboratories)
T cell modulator: modulates CD8 T cell binding to vesicles; 2C CD8+ T cell-vesicle binding, flow cytometry; hits give low values; calls only at 7 µM; 330,000 tested, 0.068% active;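 active = response, share of CD8 T cells binding vesicles, and their 90th percentile fluorescence all below set limits, cut at about 80% in these data, passing the limit was not always enough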
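Material: 2C TCR transgenic mouse naive CD8+ T cells, MACS-purified. Also added: QL9-charged Drosophila Ld/ICAM-1/B7-1 vesicles. Timing: binding 1.5 h at 37 °C. Measured by: high-throughput flow cytometry with anti-B7-1 and anti-CD8 staining. Read-out: percent CD8+ FL2 mean versus row control. Controls: Unloaded micro-vesicles (low), QL9 vesicles with 0.7% DMSO (high).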
MgcRacGAP inhibition: MgcRacGAP GTPase-activating activity inhibitors, confirmation, biochemical, ADP Hunter fluorescence. MgcRacGAP-stimulated Rac1 GTP hydrolysis, ADP Hunter fluorescence; higher % means a stronger effect; GST-tagged Rac1 F28L mutant substrate. inhibition, % at 30 µM; hits with a dose series show IC50 in µM. 340,000 tested, 0.6% active;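 active = first-screen hits whose inhibition reached a set limit at any dose in the follow-up dose series; inconclusive = inhibition above the set first-screen limit but never retested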;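 also: fluorescence reports GDP produced by GAP-driven GTP hydrolysis; strong numbers were not always called active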
RSV antiviral HEp-2: inhibition of RSV-induced cytopathic effect – HEp-2 cells, primary 10 µM value included (AID 2391); 310,000 tested, 0.13% active; one-dose CPE inhibition, % at 10 µM; IC50 in µM for titrated hits; HEp-2 cells, RSV-induced CPE inhibition; higher % means a stronger effect; in the data active = a potency from the dose series; inconclusive = CPE inhibition mostly from about 23% at the one dose, without a potency; inactive = the rest, 99 in 100 with CPE inhibition below about 21%; also: strong numbers were not always called active
NTR1 agonist: agonists of NTR1, primary screen, imaging, U2OS cells, beta-arrestin-GFP, high content (AID 493036) | 330,000 tested, 0.17% active | activation, % at 20 µM | P30989 | NTR1-U2OS beta-arrestin-GFP spot imaging, agonist mode;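 active = activation at or above 40% of the spot to cytoplasm intensity ratio, with at least 20 cells analyzed; inconclusive = wells under 20 cells, flagged as cytotoxic or low count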;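 also: 0% = DMSO without peptide and 100% = 100 nM NTR1 peptide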
Target sequence (P30989 whole entry, looked up): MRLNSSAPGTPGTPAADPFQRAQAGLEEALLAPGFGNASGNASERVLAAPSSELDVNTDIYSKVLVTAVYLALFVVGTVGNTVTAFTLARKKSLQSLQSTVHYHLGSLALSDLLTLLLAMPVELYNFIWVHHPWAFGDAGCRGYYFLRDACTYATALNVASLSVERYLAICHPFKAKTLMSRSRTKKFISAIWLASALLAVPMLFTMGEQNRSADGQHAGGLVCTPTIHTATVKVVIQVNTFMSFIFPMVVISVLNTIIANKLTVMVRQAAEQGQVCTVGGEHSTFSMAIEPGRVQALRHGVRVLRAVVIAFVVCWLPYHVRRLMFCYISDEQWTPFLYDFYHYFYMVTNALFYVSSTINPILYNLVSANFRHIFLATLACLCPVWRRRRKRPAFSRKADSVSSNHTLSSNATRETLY
PhoP inhibition: PhoP-dependent GFP reporter repression – Salmonella Typhimurium, primary screen (AID 1863); S. Typhimurium PhoP-regulated promoter GFP reporter, 4 h; higher % means a stronger effect; inhibition, % at 50 µM, or IC50 in µM where a hit was titrated; 300,000 tested, 0.16% active;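 active = inhibition over 29.93%, a cutoff 3 SD above the screen mean, later confirmed by dose response; inconclusive = inhibition over 29.93% but no dose response follow-up; inactive = inhibition at most 29.93% or unconfirmed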;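 also: 0% = low Mg2+ inducing control and 100% = high Mg2+ repressing control; strong numbers were not always called active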
NS5 inhibitors: Dengue-2 NS5 methyltransferase inhibitors, primary screen, biochemical, confirmation dose response (AID 588689) | Dengue-2 NS5 methyltransferase capping enzyme assay, biochemical; higher % means a stronger effect | inhibition, % at 25 µM; hits with a dose series show IC50 in µM | 340,000 tested, 0.3% active; in the data active = a potency from the dose series; inconclusive = inhibition above about 29% without an active follow-up result
West Nile virus CPE: inhibition of WNV-induced cytopathic effect – cell-based, CPE readout (AID 1621); West Nile virus-infected cells, CPE inhibition; higher % means a stronger effect; one-dose CPE inhibition, % at 10 µM; IC50 in µM for titrated hits; 290,000 tested, 0.02% active; in the data active = a potency from the dose series; inconclusive = CPE inhibition mostly from about 3.7% at the one dose, without a potency; inactive = the rest, 99 in 100 with CPE inhibition below about 2.2%; also: strong numbers were not always called active
SV40 large T antigen: TAg ATPase/helicase activity blockers – biochemical (AID 1903) | one-dose inhibition, % at 20 µM; IC50 in µM for titrated hits | SV40 large T antigen ATPase/helicase inhibition assay; higher % means a stronger effect | 310,000 tested, 0.39% active; in the data active = a potency from the dose series; inconclusive = inhibition mostly from about 32% at the one dose, without a potency; inactive = the rest, 99 in 100 with inhibition below about 32%; also: strong numbers were not always called active
K1F lysis inhibition: protection from phage-mediated lysis, alamar blue read-out – E. coli UTI89, K1F phage, bacterial capsule biogenesis inhibitors (AID 488966). E. coli UTI89 K1F phage lysis, alamar blue, 2 h; higher % means a stronger effect. inhibition, % at 100 µM; hits with a dose series show IC50 in µM. 340,000 tested, 0.02% active;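 active = phage lysis inhibition, versus mean bacterial control, above a set limit; inconclusive = no clear call, values can overlap the other calls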;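 also: capsule biogenesis inhibitors block K1F phage lysis so surviving cells raise fluorescence; higher fluorescence means more inhibition of phage lysis; actives were called in the ten point dose series up to 300 µM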
T cell modulator vesicle-bound %: recorded beside T cell modulator, whose call it bears; double positive events, %; measured here: CD8+ vesicle-bound cell fraction;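 binding gate set so that unloaded-vesicle control wells show 10% double positive cells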
NTR1 agonist cell count 20 µM: second read-out of NTR1 agonist, no call of its own (marks repeat the call); cell count; measured here: cell count, cytotoxicity flag
* = called active by the depositor; i = inactive; ? = inconclusive; / = not tested or not shown; [ ] = dose if it differs, or a comment.

SMILES	T cell modulator	T cell modulator vesicle-bound %	MgcRacGAP inhibition	RSV antiviral HEp-2	NTR1 agonist	NTR1 agonist cell count 20 µM	PhoP inhibition	NS5 inhibitors	West Nile virus CPE	SV40 large T antigen	K1F lysis inhibition
CC(C)c1ccc(NC2CCCN(C(=O)CCN3CCCCO3)C2)cc1 (stereo not given)	i	11	9%	1.0%	0.8	67	0%	0%	-0.4%	8%	-0.5%
COc1nc(NCCc2ccc(OC)c(OC)c2)nc(Nc2ccccc2)n1	i	50	7%	8.4%	6.0	65	11%	3%	-0.7%	-4%	0.2%
Nc1ccc2oc(-c3ccccc3Cl)cc(=O)c2c1O	i	41	14%	-3.6%	3.6	62	-2%	-11%	0.0%	20%	1.6%
Cc1nn(-c2ccccc2)c(C)c1NC(=O)COC(=O)c1ccc(Cl)c(S(N)(=O)=O)c1	i	31	8%	2.9%	0.1	71	-3%	0%	/	7%	0.9%[50 µM]
COc1cc(/C=N/Nc2nc3ccccc3[nH]2)cc(Br)c1OCC(=O)N(C)C	i	34	21%	1.8%	0.7	72	0%	-4%	0.4%	9%	0.7%
CCOc1ccc(CNC(=O)CCSCc2ccccc2F)cc1OC	i	38	-3%	0.2%	0.5	72	2%	-2%	-0.4%	-6%	2.7%
N#Cc1ccc(/C=N/NC(=O)c2cc(-c3cccs3)nc3ccccc23)cc1	i	46	-2%	0.7%	3.1	53	-3%	17%	-0.1%	0%	-3.1%
CCOc1ccccc1NC1c2ccccc2C(=O)N1Cc1ccco1 (stereo not given)	i	24	4%	5.4%	0.3	85	12%	-3%	0.9%	0%	-0.1%
C#CCOCCOCCOCCNc1nc(N2CCN(C(=O)CCCCCCCCCCNC(=O)[C@H]([C@@H](C)CC)n3cc(CCCCN=C(N)N)nn3)CC2)nc(N2CCN(C(=O)CCCCCCCCCCNC(=O)[C@H](CO)n3cc(CCCCCN)nn3)CC2)n1	i	25	?	9.4%	1.8	66	/	-11%	/	28%	-4.0%
Fc1ccc(CSc2nc3ccccc3[nH]2)c2ccccc12	i	3	-10%	5.6%	6.3	50	-4%	-3%	-0.7%	11%	-0.2%
O=C(NCc1ccccc1)OCCN1CCN(Cc2ccccc2)CCC1=O	i	23	11%	0.2%	-0.7	53	8%	-9%	-0.1%	11%	0.7%
COc1cc(OC)cc(C(=O)Nc2ccc(-c3nc4ccccc4o3)c(O)c2)c1	i	28	-1%	44%	1.2	54	-6%	-3%	-0.2%	/	6.1%
COc1cc(NC(=O)C2CCCN2S(=O)(=O)c2cccc3cccnc23)cc(OC)c1OC (stereo not given)	i	44	3%	2.1%	9.6	64	-6%	-7%	/	3%	2.0%
Cc1cc(CCN2CCC(=O)NC2=O)ccc1OC(C)C	i	10	3%	1.4%	-0.2	59	15%	-9%	-0.2%	-11%	2.6%
Cc1c(Br)c([N+](=O)[O-])nn1CC(=O)NCc1cccs1	i	2	5%	1.5%	-1.0	63	5%	-2%	-0.2%	7%	0.6%
Cc1cccc(-c2nnc(SCC#N)n2Cc2ccccc2)c1	i	22	1%	1.9%	5.2	43	5%	2%	-0.9%	5%	0.0%
COc1ccccc1/C=C1\SC(=S)N(CCC(=O)NNC(=O)c2ccccc2O)C1=O	i	6	9%	2.1%	5.0	45	-3%	3%	-0.6%	8%	1.9%[50 µM]
COc1ccc(NC(=O)COC(=O)/C=C/c2cccs2)c(OC)c1	i	39	3%	1.1%	-0.3	91	/	-8%	/	/	0.2%[50 µM]
CCCOC(=O)C1[C@H]2C(=O)N(Cc3ccco3)C[C@]23C=C[C@H]1O3 (stereo not given in full)	i	23	6%	1.6%	-0.5	71	-10%	2%	0.2%	11%	0.6%
COc1cc(C(=O)Nc2ccc(C(=O)c3cccs3)cc2)cc(OC)c1OC	i	51	13%	6.0%	0.6	40	4%	/	-0.6%	5%	0.9%
Cc1c(C)n(C(=O)CN2CCC(C)CC2)c2ccccc12	i	54	8%	-0.2%	0.2	49	2%	/	0.5%	10%	0.3%
O=Cc1c(N2CCN(CCO)CC2)nc2ccccn2c1=O	i	56	8%	0.9%	-0.4	52	0%	11%	-0.7%	9%	1.0%
COc1cc(OC)cc(-c2c(-c3cccs3)c3cc(-c4ccc5c(c4)OCCO5)ccc3n2C)c1	i	11	7%	3.8%	1.0	48	/	-4%	/	/	-1.2%
Cc1nnsc1C(=O)NNc1ccc(C(C)(C)C)cc1	i	18	3%	/	0.2	36	10%	-11%	-0.3%	5%	1.4%
COc1cccc(NC2=CC(=O)CC(C)(C)C2)c1	i	29	7%	0.6%	0.5	44	-2%	0%	-0.7%	-3%	0.5%
(further entries)
SMILES	T cell modulator	T cell modulator vesicle-bound %	MgcRacGAP inhibition	RSV antiviral HEp-2	NTR1 agonist	NTR1 agonist cell count 20 µM	PhoP inhibition	NS5 inhibitors	West Nile virus CPE	SV40 large T antigen	K1F lysis inhibition
Cc1nc2cc(NC(=O)Nc3cccc([N+](=O)[O-])c3)ccc2n1C	i	56	10%	0.7%	0.2	59	-2%	-22%	-0.4%	2%	1.0%
CC1(C(=O)NCCCNc2ncc(C(F)(F)F)cc2Cl)C=CCN1C(=O)c1ccccc1 (stereo not given)	i	22	8%	4.1%	0.5	90	-1%	-5%	-0.5%	21%	0.1%
CCN(CC)S(=O)(=O)c1ccc(N(C)Cc2cccnc2)nc1	i	17	9%	1.9%	3.0	40	15%	-12%	-0.2%	4%	0.4%
COc1ccc(CN2CCN(C(=O)c3ccc4c(c3)CCC4)CC2)cc1OC	i	29	-1%	/	2.1	61	/	1%	/	/	0.5%[50 µM]
COC(=O)CSC1=C(C#N)C(c2cccc(F)c2)CC(=O)N1 (stereo not given)	i	9	10%	2.2%	-0.5	65	4%	-1%	-0.2%	5%	0.3%
Cc1oc(/N=C/c2ccc(Cl)cc2Cl)c(C#N)c1C	/	/	-2%	/	/	/	11%	-23%	-0.2%	17%	-0.5%
Cc1ccsc1C(=O)OCC(=O)NC1CCCCC1C (stereo not given)	i	38	3%	1.6%	-1.7	54	/	4%	/	/	1.2%[50 µM]
COc1ccccc1CN1CCN(Cc2nc(Cc3ccccc3)no2)CC1	i	60	3%	-0.2%	-0.5	38	5%	1%	-1.1%	2%	0.1%
COC(=O)Nc1nnc(/C=C/c2ccc(OC)cc2)s1	i	46	4%	2.6%	0.4	80	-9%	-3%	-0.1%	-13%	i
COc1ccc2oc(C(=O)OCC(=O)NC3CC3)c(C)c2c1	i	6	8%	0.3%	2.9	40	6%	3%	-0.5%	-9%	3.1%[50 µM]
O=C(COC(=O)CNS(=O)(=O)c1ccc(F)c(F)c1F)NC1CCCC1	i	21	3%	1.1%	-0.6	64	3%	3%	/	15%	3.2%[50 µM]
O=C(Cn1cnc2ccccc2c1=O)c1c[nH]c2ccccc12	i	15	2%	0.5%	-0.5	45	-2%	-1%	-0.1%	4%	5.8%
Cc1ccc(Cn2c(=O)n(CCC(=O)NCc3ccc4c(c3)OCO4)c(=O)c3ccccc32)cc1	i	6	7%	0.7%	-1.1	85	1%	2%	-1.5%	7%	0.8%
Fc1ccc(CSc2nnc(-c3cccnc3)o2)cc1	i	39	-6%	0.4%	-0.9	41	-2%	0%	-0.9%	2%	-1.6%
CC(C)c1ccc(CN2CCN(C(=O)CCl)CC2)cc1	/	/	-6%	/	/	/	0%	-7%	0.3%	2%	0.0%
Cc1nc(C)c(-c2ccc(SCC(=O)Nc3cccc(Cl)c3C)nn2)s1	i	19	-6%	4.5%	1.5	68	0%	1%	-0.5%	10%	1.8%[50 µM]
S=C(NCC1CCCO1)NC1CCCC1 (stereo not given)	i	65	-5%	3.6%	0.7	96	-1%	-6%	1.1%	9%	0.2%
CCCCn1c(N)c(N(CCOC)C(=O)c2cc(S(=O)(=O)N3CCOCC3)ccc2F)c(=O)[nH]c1=O	i	11	-7%	-1.1%	0.0	45	1%	-1%	/	25%	-0.1%[50 µM]
COc1ccc(CCCC(=O)NC(C)c2ccccc2)cc1 (stereo not given)	i	39	5%	1.3%	-1.1	68	6%	4%	-0.4%	-3%	3.7%
CC(=O)Nc1ccc(NC(=O)COC(=O)Cn2cnc3ccccc32)cc1	i	28	0%	/	2.0	61	/	1%	/	/	2.1%
O=C(Nc1ccccc1)C1=C[C@H](c2ccccc2)C[C@H](OCCCCO)O1	i	53	9%	2.0%	-0.7	87	/	-3%	-1.0%	16%	1.1%
O=C(CCS(=O)(=O)c1ccc(Br)cc1)NCc1ccc(F)cc1	i	3	4%	3.9%	0.5	61	-3%	3%	0.2%	3%	0.6%
CC(OC(=O)/C=C/c1cccs1)C(=O)NC1CCCCC1C (stereo not given)	i	63	5%	1.1%	-1.3	53	-3%	4%	-0.3%	0%	0.1%
Cc1ccc(C)c(N2CCN(CC3CC=CCC3)CC2)c1 (stereo not given)	i	33	2%	-0.9%	0.9	49	4%	-2%	-0.3%	-2%	-0.5%
CS(=O)(=O)c1ccccc1C(=O)Nc1ccc(S(=O)(=O)N2CCCC2)cc1	i	47	-2%	/	1.7	68	/	-4%	/	/	-1.0%
CNC(CC(=O)c1ccc([N+](=O)[O-])cc1)C(Cl)(Cl)Cl (stereo not given)	i	50	17%	-1.5%	/	/	-17%	26%	-0.9%	16%	-23%
COc1ccccc1NC(=O)c1cccc(S(=O)(=O)N2CCN(Cc3ccccc3)CC2)c1	i	39	3%	14%	1.0	55	-2%	2%	/	10%	0.8%[50 µM]
CCCCCCCNC(=O)c1cc(-c2ccncc2)nc2ccccc12	i	38	11%	2.1%	4.4	99	-7%	-3%	0.3%	11%	0.1%
O=C(Nc1cn(-c2ccccc2)nc1-c1ccc(Cl)cc1)c1ccccc1	i	50	11%	2.5%	6.2	60	-1%	-7%	0.1%	11%	1.3%

Hits appear at their usual frequency, and some 1.5% of all compounds hit somewhere here.
